PriA SSB inh: inhibitors of Klebsiella pneumoniae PriA binding to SSB C-terminal tail, primary screen, biochemical, AlphaScreen; PriA–SSB C-terminal tail interaction (Klebsiella pneumoniae); 0.6% of 430,000 active; AID 1272365, 2023; AlphaScreen SSBct-PriA binding, biotinylated peptide; inhibition, % at 33 µM; in the data active = inhibition mostly above about 37%, no sharp cut-off; inactive = mostly below about 20%;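 note: plate controls were negative control peptide for no effect and reference peptide for full effect; strong numbers were not always called active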
* marks the source's active call; other numbers are inactive results; & = joins results of further samples. These rows are one share of the data; the hit share may differ from the screen's.

SMILES	PriA SSB inh
COc1ccc(CN2CCN(C(=S)Nc3ccccc3)CC2CCO)cc1OC (stereo not given)	3.0
CC(C)CC(=O)NCCOc1ccc2nnc(-c3ccccc3)n2n1	-9.0
O=C(Cc1cc(=O)[nH]c(SCc2ccc(F)cc2)n1)NCc1ccc2c(c1)OCO2	-19.0&1.0
COc1ccc2nc(-c3ccc(OC)c(NS(=O)(=O)c4ccc(Cl)cc4)c3)cn2n1	-6.0
COc1ccc(C(=O)NN=Cc2ccc(OC)c(COc3ccccc3)c2)cc1	-3.3
COc1ccc(OC)c(C=NNc2nncn2N=Cc2cc(OC)ccc2OC)c1	10.4
COc1ccc(NC(=S)NN=C2CC(C)(C)Oc3ccc(O)cc32)cc1	47.2*
O=C(C1CCN(S(=O)(=O)c2cccc3cnccc23)CC1)N1CCc2ccccc21	3.0
COc1ccc(Cl)c2sc(N3CCNCC3)nc12	-3.0
Cc1ccc(-c2c(C(=O)NN=Cc3c[nH]c4ccccc34)nnn2-c2nonc2N)cc1	8.6
CC(=NNC(=O)CN1CCN(S(=O)(=O)c2ccc(Br)cc2)CC1)c1cccnc1	-7.0
COc1ccc(S(=O)(=O)n2nc(C)cc2C)cc1N(C)S(=O)(=O)c1ccc(Cl)cc1	-14.0
Cc1ccc(NC(=O)CCCn2nc(-c3ccc(Cl)cc3)ccc2=O)cc1C	-2.0
COc1ccc(C)cc1NC(=O)CCCn1nc(-c2ccc(Cl)cc2)ccc1=O	-6.0
O=C(NCCn1ccnc1C1CC1)c1ccccc1S(=O)(=O)C(F)F	-1.0
COCC(=O)N1CCN(C2CC2)CC1c1ccccc1 (stereo not given)	8.0
CSCC[C@](C)(O)CNC(=O)c1cccc(C(F)(F)F)c1	-11.0
COc1ccc(-c2noc(CS(=O)(=O)c3ccc(Cl)cc3)n2)cc1OC	-19.0
O=C1Cc2cc(NC(=O)c3cnccn3)ccc2N1	-10.0
COc1ccc(C=NNC(=O)c2ccoc2C)cc1OC	2.1
COCCN1CCC(CNC(=O)C(=O)NC2CCCCC2)CC1	-12.0
c1cncc(C(N2CCOCC2)N2CCOCC2)c1	7.0
O=C(c1ccc(S(=O)(=O)NC2CC2)o1)N1CCCC1	-32.0
Cc1cc(C(=O)NC2CC3C(=O)Nc4ccccc4N3C2)no1 (stereo not given)	-2.0
Cc1cc(NC(=O)C(=O)NCC2CCCO2)no1 (stereo not given)	-9.0
Nc1c(C(=O)NCc2cccs2)c2nc3ccccc3nc2n1CCC1=CCCCC1	-18.0&-3.0
CC(C)c1nc(S(=O)(=O)N2CCC(c3ccc4c(c3)OCO4)C2)cn1C (stereo not given)	-14.0
Oc1ccc([C@@H]2C=CCC2)cc1	-7.0
Cc1cc(O)c(C2OC(=O)c3ccccc32)c(=O)[nH]1 (stereo not given)	-22.0&11.0
CCCCOc1ccc(C(=O)NCC2CCN(C(=O)c3ccncc3)CC2)cc1	-12.0
COC(=O)c1ccc(NC(=O)C(=O)NCC(OC)c2ccccc2Cl)cc1 (stereo not given)	-34.0
CCC(C)C(NC(=O)Cc1ccccc1F)C(=O)Nc1nc2ccccc2[nH]1 (stereo not given)	-1.0
CCOC(=O)c1c(-c2ccc(C)o2)csc1NC(=O)CSc1nnc2sc3ccccc3n12	-9.0
CC[N+](CC)(CC)CC(N)=NO	-3.9
COC(=O)N1CCC(CNC(=O)c2cc3ccc(OC)cc3[nH]2)CC1	2.0
CC(C)(C)N(C(=O)c1ccc(S(=O)(=O)N2CCCC2)cc1)C(=O)N1CCCCC1	2.0
COc1ccc(-c2oc(N=CN3CCCC3)c(C#N)c2-c2ccc(OC)cc2)cc1	-10.3
O=C(Nc1nc(-c2cc3ccccc3oc2=O)cs1)c1cc(-c2cccs2)nc2ccccc12	3.0
CCn1nc(C)cc1C(=O)Nc1nc(-c2cccs2)cs1	9.0
CCCC(NC)c1cccc(OC)c1 (stereo not given)	-15.0
CSC[C@@](C)(O)CNC(=O)CC1CCCC1	-16.0
O=C(Nc1ccc2c(c1)N(C(=O)C1CCCO1)CC2)c1ccc(F)cc1Cl (stereo not given)	0.0&1.0
O=C(Nc1nnc(-c2ccc(Cl)cc2Cl)s1)c1ccc(C(=O)c2ccccc2)cc1	-6.0
COC(=O)c1ccc(-c2csc(NC(=O)c3ccc(S(=O)(=O)N4CC5(C)CC4CC(C)(C)C5)cc3)n2)cc1 (stereo not given)	-14.0
CCOc1ccc(C=NOCC(=O)NC(c2ccccc2)c2ccccc2)cc1	-10.7
Fc1ccc(-n2c(SC/C=C/c3ccccc3)nnc2-c2c[nH]c3ccccc23)cc1	-3.0
O=C(NCC(O)(c1ccccc1)C1CC1)c1ccsc1 (stereo not given)	-5.0
COC(=O)c1ccc(C2c3c(oc4ccc(C)cc4c3=O)C(=O)N2CCN2CCOCC2)cc1 (stereo not given)	5.0
O=C(NCCCNC1CCCCC1)c1ccc(C=NO)nc1	-11.2
C[C@@](O)(CNC(=O)Cc1ccc(F)cc1)Cc1ccco1	-1.0

Next section.
SMILES	PriA SSB inh
COc1cc(C=NNC(=O)C(C)n2nnc3ccccc32)ccc1O (stereo not given)	-6.7
COc1ccc(OC)c(NC(=O)C(=O)C=C(O)c2cc(OC)ccc2OC)c1	7.9
COC(=O)c1ccc(NC(=O)CC2=NS(=O)(=O)c3ccccc3N2)cc1	-4.0
Cn1c(C(F)(F)F)nn(CCNC(=O)Nc2ccccc2Cl)c1=O	-3.0
COc1ccc(-c2nc(CCNS(=O)(=O)c3cccs3)cs2)cc1OC	-14.0
CCCCOc1ccc(C(=O)N(Cc2ccco2)c2nc3ccc(S(C)(=O)=O)cc3s2)cc1	-24.0
CC(=NNC(=O)c1ccccc1)c1cc2cc([N+](=O)[O-])ccc2oc1=O	-3.2
COC(=O)c1cccc(Nc2nn3c(=O)c4cc(Cl)ccc4nc3s2)c1	-8.0
CC(C(=O)NCc1cccs1)S(=O)(=O)c1ccc2c(c1)S(=O)(=O)N=CN2 (stereo not given)	10.0
O=C(NCc1c(F)cccc1F)c1cc2n(n1)CCCO2	-9.0
Cc1ccc(N2C(=O)C3N=NN(Cc4nc(-c5ccccc5C)no4)C3C2=O)cc1Cl (stereo not given)	-9.0
O=C1N=c2ccc(Br)cc2=C1c1sc(=S)n(NC(=O)c2ccccc2)c1O	-9.0
O=C1OC(=O)c2ccc(Br)c3cccc1c23	2.0
CCCN1CCCc2cc(CCNS(=O)(=O)c3ccc(OCC)c(F)c3)ccc21	39.0*
O=C(O)COc1ccccc1C=NNC(=O)c1ccc(F)cc1	-3.5
O=C(NCc1ccnc(-c2cccs2)c1)c1cnccn1	0.0
O=C(NCC(=O)N1CCC[C@H](Cc2nc(-c3ccsc3)no2)C1)OCc1ccccc1	0.0
O=C(Cc1ccc(F)cc1)NCC1CCN(Cc2cccs2)CC1	10.0
O=C(C1CCCN1S(=O)(=O)c1cccs1)N(Cc1ccccn1)c1nc2c(Cl)cccc2s1 (stereo not given)	10.0
O=C(NCc1nnnn1C1CCCCC1)c1cccs1	-2.0
O=C(Nc1ccc(C(F)(F)F)cc1)N1CC(S(=O)(=O)C2CCCCC2)C1	-33.0
CC(=NNC(=O)c1nnn(-c2nonc2N)c1CN(C)c1ccccc1)c1cccs1	-1.6
O=C(COc1ccccc1)NCCCN1CCOC(c2ccccc2)C1 (stereo not given)	6.0
Cc1c(C)n(CC(O)CNCCO)c2c(Cl)cccc12 (stereo not given)	25.0
CC(C)CS(=O)(=O)Nc1ccc2c(c1)N(C(=O)c1ccco1)CC2	-1.0
CCn1cc(Cl)c(C(=O)N2CCN(c3cc(C(F)(F)F)ncn3)CC2)n1	-8.0
CC(=O)c1cccc(NS(=O)(=O)c2ccc(Oc3ccccc3)cc2)c1	-12.0
CO[C@@H](CNC(=O)NCc1cccs1)c1ccco1	1.0
O=C(C[n+]1ccccc1)NN=Cc1ccc(C(=O)O)cc1	-7.2
CCN1CCN(C(=O)N2CCCC[C@H](c3ccc(Cl)cc3)C2)C(=O)C1=O	-3.0
Cc1n[nH]c(=S)n1N	-10.0
CCOC(=O)c1c(C)n(-c2ccccc2)c2ccc(OC(=O)c3ccccc3NC(=O)c3ccc(Cl)cc3)cc12	4.0
COCc1cc(=O)[nH]c(N=C(N)Nc2cccc(C)c2)n1	-12.4
Cc1ccc2cc(/C=C/C(=O)c3cccs3)c(Cl)nc2c1	-9.0
CCN1CCN(C(=O)N2CCS[C@H](c3ccccc3C)CC2)C(=O)C1=O	5.0
COc1c(Cl)cc(Cl)cc1C=Nn1cnnc1	-3.7
COc1ccccc1C=NNC(=O)c1ccc(Cn2nc([N+](=O)[O-])cc2C)cc1	-14.2
COCCNC(=O)C(=O)NN=Cc1ccc(C(=O)OC)cc1	-14.0
Cc1nc(C)c(CC(=O)NCCc2cccs2)s1	2.0
CCc1ccc(S(=O)(=O)Nc2ccc3c(c2)N(C(=O)COC)CCC3)s1	-6.0
COc1ccc(-c2nnc(SCC(=O)NN=Cc3ccccc3C(=O)O)n2-c2ccccc2)cc1	-10.6
COC(=O)c1ccccc1C(=O)N(Cc1cccnc1)c1nc2ccc(F)cc2s1	8.0
O=C(CSc1nc2ccccc2nc1SCC(=O)c1ccccc1)c1ccccc1	-15.0
Cn1c(=O)c2cc(C(=O)N3CCc4ccccc43)sc2n(C)c1=O	-2.0
Cc1cccc(CC2SC(=Nc3cccc(C)n3)NC2=O)c1 (stereo not given)	-5.2
O=C(NCCSc1ncc(-c2ccccc2)[nH]1)C(=O)Nc1ccccc1[N+](=O)[O-]	42.0*
Cn1nc(-c2ccc(F)cc2)cc1C(=O)NCCn1nc(C2CC2)n(-c2ccccc2)c1=O	-9.0
COc1cccc(Nc2nnc(CC(=O)NC3CCCC3)s2)c1	5.0
Cc1cc(OCC(=O)NCc2ccco2)nc(N2CCC(C)CC2)n1	-15.0
COc1cc([N+](=O)[O-])ccc1NC(=O)c1ccc([N+](=O)[O-])o1	7.0

Carrying on.
SMILES	PriA SSB inh
COc1cc(CSc2nc(CC(=O)Nc3cccc(C)c3C)cs2)cc(OC)c1	-16.0
O=S(=O)(NCCOc1ccc(-c2ccccc2)nn1)c1ccc(C(F)(F)F)cc1	-22.0
O=C(Nc1c[nH]c(=O)[nH]c1=O)c1ccc(N2CCCCC2)nn1	-2.0
COc1ccc(OC)c(/C=C2\SC(=S)N(c3ccc(O)c(C(=O)O)c3)C2=O)c1	19.0
O=C(CSc1nnc(C2CCCCC2)n1-n1cccc1)NCc1ccccc1	-6.0
Cc1cccc(C(N)=NOC(=O)Cc2ccccc2)c1	-64.2
COc1ccccc1N1CCN(C[C@H](O)COc2ccccc2C(C)=O)CC1	-19.0
CCOC(=O)c1c(NC(=O)CSc2nc3c([nH]c4ccccc43)c(=O)n2-c2ccc(OCC)cc2)sc2c1CCCCC2	-2.0
CSc1ccc(CNC(=O)C2CCN(c3ncccc3-c3nc(-c4ccccc4)no3)CC2)cc1	-25.0
CN(C)c1ccc(C2=NN(C(=O)CCC(=O)O)[C@H](c3cccs3)C2)cc1	-1.0
COc1ccc(F)cc1S(=O)(=O)Nc1ccc(-n2nnn(CC(N)=O)c2=O)cc1	-14.0
CCOCC(=O)NCCCn1nc(-c2ccco2)ccc1=O	-3.0
Cn1ccc(C(=O)Nc2nnc(-c3cc4ccccc4o3)o2)n1	8.0
CCc1ccc(NC(=O)c2oc3ccccc3c2NC(=O)c2cccs2)cc1	-16.0
Cc1cc(C)n(-c2ccc(CCC(=O)NCCOc3ccc(F)cc3)cc2)n1	-5.0
CCC(=NNC(=O)CSCc1ccccc1Br)c1ccc2c(c1)OCCO2	-0.2
Cc1cccc(OCC(=O)Nc2ccc3c(c2)N(C)C(=O)C(C)(C)CO3)c1	12.0
O=C(Cc1ccc(Cl)cc1)N1CC(c2nc(-c3ccsc3)no2)C1	-11.0
O=C(NCCCc1ccccc1)C(=O)Nc1ccc(N2CCCS2(=O)=O)cc1	-8.0
COc1ccc(-c2cc(C(=O)N3CCN(c4cc(C(F)(F)F)nc(C)n4)CC3)[nH]n2)cc1	-5.0
O=C(Cn1nc(S(=O)(=O)c2ccccc2)ccc1=O)Nc1cc(F)ccc1F	3.0
COc1cc(C=NNc2ccc(S(N)(=O)=O)cc2[N+](=O)[O-])cc(OC)c1O	-1.0
CCOC(=O)c1sc(NC(=O)C2CCN(S(C)(=O)=O)CC2)cc1C	-11.0
COc1coc(C(=O)Nc2ccccc2C(C)C)cc1=O	-10.0
N[C@@H]1CNC(=O)C1	-20.0
CCOC(=O)Nc1ccc2c(c1)CN(C(=O)c1ccco1)CC2	-17.0
CCC(O)c1nc2ccccc2[nH]1 (stereo not given)	-11.0
Nc1nonc1-n1nnc(C(=O)NN=Cc2c(F)cccc2Cl)c1-c1ccc2c(c1)OCO2	-2.8
O=C(Nc1ccc(Br)cc1F)c1ccc(N2CCCCS2(=O)=O)cc1	-11.0
O=C1CSC(=S)N1N=Cc1cccc(C(F)(F)F)c1	-3.8

Screening results: PubChem BioAssay, Small Molecule Screening Facility, UW Madison
